# Screens deposited in PubChem BioAssay by National Center for Advancing Translational Sciences (NCATS).
# HttQ103 aggreg: qHTS Multiplex Assay to Identify Dual Action Probes in a Cell Model of Huntington: Aggregate Formation (GFP). PC12 HttQ103-GFP aggregates, Acumen cytometry, 40 h. Potency, µM (titrated, usually from 46.1 µM), for the others: at the top dose activity change, negative = inhibition, most hits filed as inhibitors. 220,000 compounds, 1.1% hits. AID 1688, 2009; further: potency means the concentration at half of the fitted maximal effect; on the % scale 0 is the no-effect control and ±100 the full control effect; nearly all actives have a fitted effect of over 60% in size
#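 Quantitative HTS on tebufenozide-induced (100 nM) PC12 cells stably expressing polyQ103 Huntingtin exon 1–GFP. Reduction of bright GFP aggregates, detected by laser scanning cytometry after lysis, identified actives across the titration.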
# aGlu spleen mod: qHTS Assay for Inhibitors and Activators of Human alpha-Glucosidase From Spleen Homogenate; Lysosomal alpha-glucosidase (Homo sapiens), P10253; human spleen homogenate, 4-MU-alpha-glucoside fluorescence; Potency, µM (highest dose often 79.9 µM), inactives show at the top dose activity change, negative = inhibition, most hits filed as inhibitors; 240,000 compounds, 0.006% hits; AID 2112, 2009;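 further: potency means the concentration at half of the fitted maximal effect; 0% = enzyme with vehicle and -100% = no enzyme basal signal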
#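 AC50 values come from Hill-equation fits of concentration-response data, normalized to no-enzyme and full-activity controls. Enzyme source: 1 ug human spleen homogenate; 1 mM fluorogenic 4-MU glucoside, pH 5.0 citrate buffer, 37 C, 40 min.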
# GAA glycogen: qHTS Assay for Inhibitors and Activators of Human alpha-Glucosidase Cleavage of Glycogen; Potency, µM (doses to about 76.4 µM), for inactives: top-dose activity change, negative = inhibition, actives largely listed as inhibitors; recombinant GAA, glycogen substrate, Amplex Red glucose oxidase fluorescence; 300,000 compounds, 0.38% hits; Lysosomal alpha-glucosidase (Homo sapiens), P10253; AID 2100, 2009;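 further: potency means the concentration at half of the fitted maximal effect; 0% = full enzyme reaction and -100% = no-enzyme basal signal; the screen sought inhibitors and activators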
#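 Recombinant enzyme (4 nM final) with compounds titrated up to 77 uM and bovine liver glycogen (30 ug) in citrate pH 5.0, 0.01% Tween-20, 37 C 40 min. Released glucose detected by Amplex Red/glucose oxidase (Ex 573/Em 610); AC50 from Hill fits.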
# CBFb-RUNX1 inh: qHTS Assay for Compounds Blocking the Interaction Between CBF-beta and RUNX1 for the Treatment of Acute Myeloid Leukemia; Runt-related transcription factor 1 (Homo sapiens) + Core-binding factor subunit beta …; AlphaScreen CBFb-His/RUNX1-biotin binding, biochemical; Potency, µM (titrated, usually from 59.8 µM), for inactives: at the top dose activity, negative = inhibition, hits mostly inhibitors; 230,000 tested, under 10 active; AID 1477, 2009; further: % of control where 0% means no effect
# Target sequence (Q01196 whole entry, looked up): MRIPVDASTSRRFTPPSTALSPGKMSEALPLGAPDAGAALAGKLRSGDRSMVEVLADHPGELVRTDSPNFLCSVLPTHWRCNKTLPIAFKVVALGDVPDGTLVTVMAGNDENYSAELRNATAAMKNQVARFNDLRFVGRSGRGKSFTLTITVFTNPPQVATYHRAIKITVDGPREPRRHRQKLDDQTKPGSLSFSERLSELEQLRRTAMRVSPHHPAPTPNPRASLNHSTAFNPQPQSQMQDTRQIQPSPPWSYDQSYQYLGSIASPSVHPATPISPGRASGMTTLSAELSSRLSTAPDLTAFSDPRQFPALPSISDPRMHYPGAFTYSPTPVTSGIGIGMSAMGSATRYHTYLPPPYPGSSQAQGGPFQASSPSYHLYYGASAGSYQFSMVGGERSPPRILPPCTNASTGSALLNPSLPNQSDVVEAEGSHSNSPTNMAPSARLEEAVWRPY
# Target sequence (Q13951 whole entry, looked up): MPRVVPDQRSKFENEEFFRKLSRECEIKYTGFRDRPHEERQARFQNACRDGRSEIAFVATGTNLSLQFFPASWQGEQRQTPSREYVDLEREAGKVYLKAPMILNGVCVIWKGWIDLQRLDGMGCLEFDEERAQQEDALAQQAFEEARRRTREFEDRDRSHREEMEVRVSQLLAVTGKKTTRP
#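 Compounds were screened at multiple concentrations against a preformed CBF-beta(His)/RUNX1(biotin) complex (30 nM of each) for 15 min at room temperature, followed by 90 min with nickel and streptavidin beads and AlphaScreen reading.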
# GAA inhib: qHTS Assay for Inhibitors of Human alpha-Glucosidase as a Potential Chaperone Treatment of Pompe Disease | Lysosomal alpha-glucosidase (Homo sapiens), P10253 | purified human GAA, 4-MU-alpha-glucoside fluorescence | Potency, µM (highest dose often 76.9 µM), for inactives: at the top dose activity change, negative = inhibition, most hits filed as inhibitors | 200,000 compounds, 0.005% hits;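 further: potency means the concentration at half of the fitted maximal effect; plate controls were uninhibited enzyme wells for no effect and no-enzyme background for full effect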
#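 Fluorogenic assay: 4 nM human alpha-glucosidase with 400 uM 4-methylumbelliferyl-alpha-D-pyranoside in 50 mM citrate/phosphate, 0.005% Tween-20, pH 5.0, 20 min at room temperature. Compounds tested up to 77 uM; AC50 from Hill fits.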
# HTT ATP protect: qHTS Multiplex Assay to Identify Dual Action Probes in a Cell Model of Huntington: Cytoprotection (ATP); PC12 HTT-Q103 induced, cytoprotection, ATP luminescence, 40 h; Potency, µM (titrated, usually from 56.4 µM), for inactives: cytoprotection (ATP increase), usual class: activators; 230,000 compounds, 0.14% hits;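 further: potency means the concentration at half of the fitted maximal effect; % of control where 0% means no effect; nearly all actives have a fitted effect of over 45% in size; toxic huntingtin expression switched on by the ecdysone agonist tebufenozide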
#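 Stable PC12 Q103-GFP cells in serum-supplemented, phenol red-free DMEM; induction by tebufenozide at 100 nM final; compound dose series; cell viability quantified luminescently from ATP.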
# LMNA splice mod: qHTS Assay for Modulators of Lamin A Splicing. HeLa LMNA splicing GFP/RFP minigene ratio, 48 h. Potency, µM (series often up to 46.1 µM), without a hit: top-dose ratio change, negative = inhibition, usual class: inhibitors. 200,000 compounds, 0.01% hits; active means well fitted inhibition curve with a large enough effect in the signal ratio, with a control signal flat, not every such curve was filed as active; inconclusive means small, poorly fitted or top-dose-only effect, or effect the other way, or a change in a side signal; the % refers to the signal ratio; further: potency means the concentration at half of the fitted maximal effect; on the % scale 0 is the no-effect control and ±100 the full control effect
#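 S3 HeLa stable clones carrying a lamin A-EGFP splicing minigene plus DsRed2 were seeded at 600 cells/well in Opti-MEM with 2% FBS, pin-dosed and incubated 48 h at 37°C. Acumen cytometry (488 nm) gave the GFP/RFP total-intensity ratio.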
# * marks the source's active call; other numbers are inactive results; ? = inconclusive; . = no result given; & = joins results of further samples; [ ] = remark or other dose. Unless noted, the call rests on the fitted dose curve; in most records, active means well fitted curve in the direction sought with a large enough effect; inconclusive means small, poorly fitted or top-dose-only effect, or another doubt; inactive means no such curve, though single readings can be large; an effect the other way counts as inactive or inconclusive.
SMILES,HttQ103 aggreg,aGlu spleen mod,GAA glycogen,CBFb-RUNX1 inh,GAA inhib,HTT ATP protect,LMNA splice mod
Cc1ccc(/C=C(\NC(=O)c2ccccc2)C(=O)OCc2ccccc2)cc1,-3.5%,-6.6%,-5.4%,-7.9%,-2.5%,1.2%[10 µM],-13.8%
Cc1ccc(Cn2ncc3c(N4CCN(Cc5ccc(Cl)cc5)CC4)ncnc32)cc1,?,2.8%,-11.7%,-2.2%,-7.2%,-15.1%,?
CCS(=O)(=O)Nc1cccc(-c2ccc3nnc(C)n3n2)c1,23.6%,-4.2%,0.8%,-1.8%,-5.8%,0.8%,.
NC(=O)c1ccc(NC(=S)NCc2ccco2)cc1,-5.1%,0.0%,6.5%,5.6%,?,-17.5%,.
CC(=O)Oc1c(C)c(C)c2c(c1C)CCC(C)(CCCC(C)CCCC(C)CCCC(C)C)O2 (centres undefined),.,-2.2%&-1.1%&5.0%,.,-0.1%,.,-5.9%[1.9 µM],.
COC(=O)c1ccccc1NC(=O)NC1CCCCC1,0.8%[9.22 µM],9.9%,3.9%,3.4%,.,-3.4%[10 µM],.
O=C(NC1CCCC1)C(c1ccc(N2CCOCC2)cc1)N(Cc1ccco1)C(=O)c1ccco1 (centres undefined),13.9%,-5.3%,12.5%,-2.2%,-7.1%,-8.0%,?
COC(=O)c1ccc(C(/C=C/[C@@H](C)C(=O)NCCc2c[nH]c3ccccc23)NC(=O)OCc2ccccc2)cc1 (some centres undefined),.,-0.2%,.,-7.8%,.,6.4%,.
O=C(Nc1nc(-c2ccccc2)cs1)c1ccc2c(c1)S(=O)(=O)c1ccccc1C2=O,27.5%,-11.4%,-3.4%,-11.0%,0.9%,24.6%[10 µM],-20.3%
O=C(CN1C(=O)NC2(CCCCCC2)C1=O)N1CCN(S(=O)(=O)c2ccc(Cl)cc2)CC1,7.3%,-13.8%,-9.6%,0.5%,-13.8%,-0.4%,?
COc1cccc([C@@H]2Oc3ccc(OC)cc3C[C@H]2OC(=O)NS(=O)(=O)c2ccc(C)cc2)c1,.,3.7%,.,?,.,-15.4%,.
CC(C(=O)Nc1ccc(F)c(F)c1F)N1CCCCCC1 (centres undefined),0.9%,-1.6%,8.5%,5.5%,-6.5%,-2.2%,11.9%
COc1ccc(S(=O)(=O)Nc2ccc(NC(C)=O)cc2)cc1Cl,18.8%,5.6%,1.7%,10.0%,8.0%,?,.
N#Cc1ccccc1OCC(=O)OCC(=O)N1CCN(C(=O)c2ccco2)CC1,-2.3%,2.2%,7.7%,-9.1%,-3.4%,?,.
CN(C)CCCN(C(=O)c1cc2ccccc2oc1=O)c1nc2c(F)cccc2s1,-6.5%,-17.3%,-4.5%,5.7%,-0.9%,6.6%[10 µM],-15.8%
Cc1cc(NC(=O)/C=C/C(=O)N(c2ccccc2C)C(C(=O)NC2CCCC2)c2ccc(F)cc2)no1 (centres undefined),?,-6.0%,0.9%,6.5%,-0.8%,4.2%,?
Cc1c(CNC(=O)c2cnn3c2NC(c2ccc(Br)cc2)CC3C(F)(F)F)cnn1C (centres undefined),-13.3%,-10.2%,-3.7%,3.3%,-3.4%,3.7%,-6.8%
O=C(NCc1nc2ccccc2[nH]1)C1=C[C@@H](c2ccc(Br)cc2)C[C@@H](OCCCCO)O1,12.5%[9.22 µM],5.0%,-4.1%,1.2%,.,-8.1%[10 µM],.
Cc1ccc(CN2C(=O)c3ccccc3C2C(=O)NCc2cccnc2)cc1 (centres undefined),6.1%,0.5%,4.8%,1.4%,-4.3%,-13.8%,-3.1%
COc1ccc(OC)c(-c2nc(CN(C)C(C)c3ccncn3)c(C)o2)c1 (centres undefined),14.4%[9.22 µM],-2.1%,15.8%,-8.8%,13.5%,2.9%[10 µM],4.1%[46 µM]
CC(C)c1ccc(C(=O)CC2(O)C(=O)N(CN3CCOCC3)c3ccccc32)cc1 (centres undefined),-0.7%,1.5%,0.5%,-0.1%,4.6%,-15.1%,4.0%
O=c1c2c3n(c(=O)nc2[nH]n1-c1ccccc1)CCCCC3,17.7%,1.1%,8.4%,0.5%,-7.5%,-8.9%[10 µM],5.4%
NCCCCCc1nnc(SCC(N)=O)o1,10.0%,6.0%,8.0%,-9.7%,4.0%,-2.3%,.
Cc1sc2nc(COC(=O)c3c(F)cccc3F)[nH]c(=O)c2c1C,12.6%,-16.8%,-7.4%,3.9%,-0.8%,31.2%[10 µM],-18.3%[46 µM]
Cn1cc([C@@H]2C[C@H]3CN(Cc4cccc(Cl)c4)C(=O)[C@]34CCCN24)c(-c2ccccc2)n1,2.0%[9.22 µM],2.2%,9.0%,2.6%,-27.3%,11.4%[10 µM],.

# 3 entries from above, set out differently:
structure | HttQ103 aggreg | aGlu spleen mod | GAA glycogen | CBFb-RUNX1 inh | GAA inhib | HTT ATP protect | LMNA splice mod
O=C(NCc1nc2ccccc2[nH]1)C1=C[C@@H](c2ccc(Br)cc2)C[C@@H](OCCCCO)O1 | 12.5%[9.22 µM] | 5.0% | -4.1% | 1.2% | . | -8.1%[10 µM] | .
Cc1ccc(CN2C(=O)c3ccccc3C2C(=O)NCc2cccnc2)cc1 (centres undefined) | 6.1% | 0.5% | 4.8% | 1.4% | -4.3% | -13.8% | -3.1%
COc1ccc(OC)c(-c2nc(CN(C)C(C)c3ccncn3)c(C)o2)c1 (centres undefined) | 14.4%[9.22 µM] | -2.1% | 15.8% | -8.8% | 13.5% | 2.9%[10 µM] | 4.1%[46 µM]

# Next results:
SMILES,HttQ103 aggreg,aGlu spleen mod,GAA glycogen,CBFb-RUNX1 inh,GAA inhib,HTT ATP protect,LMNA splice mod
O=S(=O)(Nc1ccc(-c2cn3ccccc3n2)cc1)c1ccccc1,-1.1%[9.22 µM],-0.9%,-4.4%,-4.4%,.,11.8%[10 µM],.
Cc1cc(C)n(CC(O)CN(c2cccc([N+](=O)[O-])c2)S(=O)(=O)c2ccccc2)n1 (centres undefined),3.0%[9.22 µM],-1.9%,-15.0%,-18.4%,.,2.0%[10 µM],.
Cc1c(-c2ccccc2)nc2ccccc2c1C(=O)OCC(=O)Nc1ncc(C(F)(F)F)cc1Cl,0.5%,0.6%,-0.6%,14.0%,?,.,?
CCOC(=O)c1sc(-c2ccccc2)cc1NC(=O)Nc1ccc([N+](=O)[O-])cc1,9.9%,-6.0%,5.2%,6.1%,4.7%,41.0%[10 µM],-3.4%
CC(C)(C)c1cc(/C=N/NC(=O)Cc2nc3ccccc3[nH]2)cc(C(C)(C)C)c1O,-7.6%,0.4%,?,-6.9%,-1.3%,-28.6%,7.3%
O=C(C1CCCN1C(=O)c1cccs1)N1CCc2ccccc21 (centres undefined),20.3%,9.1%,-17.5%,-12.8%,-10.0%,-0.7%,?
Cc1ccc(S(=O)(=O)NCc2ccncc2)c(C)c1C,-6.8%[9.22 µM],-0.9%,-9.9%,1.4%,?,-22.2%[10 µM],.
Cc1cccc(NCC(=O)N/N=C\c2ccccn2)c1,0.6%[9.22 µM],3.4%,-24.3%,4.9%,12.5%,21.3%[10 µM],.
COC(=O)c1ccc(OC(=O)c2ccc(OC)c(OC)c2)c(OC)c1,-0.2%,-5.8%,-1.4%,-2.7%,-1.1%,-0.9%,-6.2%
Cc1ccc2c(C)nc(/N=C(\N)NC(=O)N3c4ccccc4Sc4ccccc43)nc2c1,0.5%,1.3%,12.3%,4.4%,-4.2%,-26.5%[10 µM],8.1%
CCOC(=O)C(C)/C(C)=N/NC(N)=S (centres undefined),17.7%,-1.6%,-2.1%,2.7%,8.1%,.,10.3%
CC(C)(C)S(=O)(=O)/C(C#N)=N/Nc1ccc(S(C)(=O)=O)cc1,-5.2%,-9.8%,5.0%,7.0%,?,-50.8%[inhibitor],.
CCOC(O)[C@H]1N[C@@H](c2ccc(Cl)cc2)[C@@H]([N+](=O)[O-])[C@@H]1c1ccccc1 (some centres undefined),8.1%,3.6%,0.7%,16.4%,?,.,-7.9%
O=C(Nc1ccccc1)c1ccc(OC(=O)c2cc3ccccc3o2)cc1,-0.4%,1.7%,3.6%,4.3%,-4.7%,-4.6%,10.2%
CC1(C)NC(=O)N(CC(=O)Nc2cc(S(=O)(=O)N3CCOCC3)ccc2N2CCOCC2)C1=O,11.6%,2.3%,4.3%,?,-2.9%,.,.
NS(=O)(=O)c1ccc(-n2nc(C(=O)O)cc2-c2ccc(Cl)cc2)cc1,-0.4%,-9.9%,-5.7%,5.9%,2.0%,17.9%[10 µM],4.4%[46 µM]
COc1ccc(CNc2ccc3c(c2)CCC3)cc1OC,-2.0%[9.22 µM],-7.5%,-5.7%,-2.8%,2.4%,-12.5%,13.4%
COC(=O)c1ccc(C2NC(=S)N(c3ccccc3)C(C)=C2C(=O)Nc2ccccc2OC)cc1 (centres undefined),26.1%,6.1%,-4.3%,-10.7%,?,15.0%,-6.6%
CCOC(=O)Cn1c2ccc(OC)cc2c2nc3ccccc3nc21,-21.1%,-1.5%,-10.6%,15.2%,3.3%,-13.2%,2.3%
C=CCOc1ccc(/C=C/C(C)=N\O)cc1,-23.3%,-2.4%,1.7%,3.5%,7.8%,-29.6%,-2.9%
O=C1c2ccccc2C(=O)N1Cc1nc(-c2ccccn2)no1,14.1%,-5.0%,5.2%,6.3%,-5.6%,-5.2%,4.6%
CCN(CC)C(=O)C(=O)N/N=C/c1ccc(F)cc1,-8.3%[9.22 µM],0.4%,5.4%,5.0%,-18.6%,5.3%[10 µM],.

# For reference, some entries already given.
SMILES,HttQ103 aggreg,aGlu spleen mod,GAA glycogen,CBFb-RUNX1 inh,GAA inhib,HTT ATP protect,LMNA splice mod
O=C1c2ccccc2C(=O)N1Cc1nc(-c2ccccn2)no1,14.1%,-5.0%,5.2%,6.3%,-5.6%,-5.2%,4.6%
CCN(CC)C(=O)C(=O)N/N=C/c1ccc(F)cc1,-8.3%[9.22 µM],0.4%,5.4%,5.0%,-18.6%,5.3%[10 µM],.
